Pf Dd2 growth – inhibitors of Plasmodium falciparum Dd2 growth | P. falciparum Dd2 growth, SYBR Green, 72 h; active compounds read low | activity change, % at 10 µM | 94,000 compounds, 2.3% hits; in the data active = activity change below about -80%; inconclusive = no clear call, values can overlap the other calls
KDM4C inh – inhibitors of human demethylase GASC-1 KDM4C. AID 720574. inhibition, % at 12.5 µM. 96,000 compounds, 0.15% hits. GST-KDM4C 2-372, H3K9me3 peptide, LANCE TR-FRET. Q9H3R0;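 active = mean replicate inhibition above about 25%, with at least 55% of replicates also reaching it, limit read from the data, passing the limit was not always enough; inconclusive = only one of those two conditions met; inactive = neither condition met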
Target sequence (Q9H3R0 2-372 limits assumed): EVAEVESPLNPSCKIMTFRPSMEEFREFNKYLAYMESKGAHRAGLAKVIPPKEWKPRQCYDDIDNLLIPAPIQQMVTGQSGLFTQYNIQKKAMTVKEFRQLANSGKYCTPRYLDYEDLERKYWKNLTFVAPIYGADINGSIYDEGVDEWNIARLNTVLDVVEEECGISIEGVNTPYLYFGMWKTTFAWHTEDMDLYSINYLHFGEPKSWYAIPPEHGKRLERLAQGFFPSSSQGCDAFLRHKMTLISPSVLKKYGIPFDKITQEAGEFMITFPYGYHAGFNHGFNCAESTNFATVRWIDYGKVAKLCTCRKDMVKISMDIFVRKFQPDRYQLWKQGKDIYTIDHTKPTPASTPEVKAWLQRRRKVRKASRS
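Compound: one test concentration per compound; Material: GST-GASC-1 enzyme fragment 2-372; Amount: GASC-1 enzyme at 10 nM final in reaction; Also added: H3K9me3 peptide substrate, Fe(II), 2-oxoglutarate; Technique: LANCE TR-FRET; Times: 30 min demethylation and 1 h detection at room temperature.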
C diff HTS – blocks growth of Clostridium difficile; Clostridium difficile clinical isolate growth, OD600, 24 h; active compounds read low; growth activity, negative = inhibition, % at 16 µg/mL (by protocol); 86,000 compounds, 0.25% hits; AID 1259249;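 active = mean growth activity at or below -80% and every replicate also at or below -80%; inconclusive = mean at or below -80% but some replicate above -80%; inactive = mean growth activity above -80%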;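 note: 0% = DMSO wells and -100% = levofloxacin 16 µg/mL wells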
T cruzi growth – blocks T. cruzi growth in NIH3T3 culture. T. cruzi beta-gal in NIH3T3, GalScreen luminescence, 90 h. inhibition, % at 8.34 µM. 77,000 compounds, 5.9% hits;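 active = mean inhibition above about 93%, with at least 55% of replicates each passing it, limit read from the data, passing the limit was not always enough; inconclusive = only one of those two conditions holds; inactive = neither condition holds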
Starred values were filed as active, the others as inactive; ? = inconclusive; / = not tested or not shown; & = joins results of further samples. Random draw from the library; overall some 6.8% were active at least once.

SMILES	Pf Dd2 growth	KDM4C inh	C diff HTS	T cruzi growth
COc1ccc(NC(=O)Nc2ccc3c(c2)[C@@H]2C[C@@H](CC(=O)NCc4ccc5c(c4)OCO5)O[C@@H](CO)[C@@H]2O3)cc1	-13	-1.8	-3	61
C[C@@H]1CN([C@@H](C)CO)C(=O)c2cc(NS(=O)(=O)c3cn(C)cn3)ccc2O[C@@H](C)CCCCO[C@@H]1CN(C)S(=O)(=O)c1cccs1	38	0.0	2	/
CO[C@@H](CN(C)C(=O)Nc1ccc(Cl)cc1)[C@H](C)CN(Cc1ccccc1Cl)[C@@H](C)CO	-31	-0.4	/	94
COc1cccc(-c2ccc([C@@H]3[C@H](CO)N4C(=O)CN(C(=O)C5CCCC5)C[C@@H]34)cc2)c1	-57	-0.2	8	/
O=C(N[C@@H]1C[C@@H]2O[C@@H](CO)CC[C@@H]2O[C@@H]1CCc1ccc(C#Cc2ccccc2)cc1)c1ccccn1	-55	/	1	/
COCC(=O)N[C@H]1C=C[C@@H](CC(=O)NCc2ccccc2OC)O[C@H]1CO	19	0.5	-2	-14
Cc1ccccc1-c1ccc([C@@H]2[C@@H](CO)N3CCCCN(S(=O)(=O)c4ccc(F)cc4)C[C@@H]23)cc1	7	-1.2	19	108*
COc1ccc(-c2ccc([C@H]3[C@H]4CN(C(=O)c5ccccn5)CC(=O)N4[C@H]3CO)cc2)cc1	-40	-1.3	2	/
COc1ccccc1-c1ccc2c(c1)O[C@@H](CN(C)S(=O)(=O)c1ccc(F)cc1)[C@@H](C)CN([C@@H](C)CO)S2(=O)=O	-73	-1.2	5	103*
C[C@@H]1CN([C@H](C)CO)C(=O)c2cc(-c3ccc(F)cc3)cnc2O[C@H]1CN(C)Cc1ccc(F)cc1	-30	-1.5	8	-89
CC(C)[C@H]1COCn2nncc2CC[C@@H](Cc2ccccc2)C(=O)N1	/	-1.5	-5	/
COc1ccc2c3c(n(C)c2c1)[C@@H](CO)N(Cc1ccccc1OC)CC31CN(C)C1	5	0.5	-2	/
C[C@@H]1CCCCO[C@@H](CN(C)Cc2ccncc2)[C@H](C)CN([C@@H](C)CO)C(=O)c2cc(NC(=O)Cc3ccccc3)ccc2O1	-44	1.4	2	59
COc1ccccc1-c1cn(CC[C@@H]2CC[C@@H](NC(=O)C3CCC3)[C@@H](CO)O2)nn1	-20	-3.0	2	/
CN1C(=O)c2cc(NC(=O)Nc3ccccc3F)ccc2OC[C@H]2O[C@H](CC(=O)NCc3ccc(-c4ccccc4)cc3)CC[C@H]21	-41	-2.9	5	101*
C[C@H](CO)N1C[C@H](C)[C@H](CN(C)S(=O)(=O)c2cccs2)Oc2ncc(-c3ccc(F)cc3)cc2C1=O	-37	4.6	0	28
COCCNC(=O)C[C@H]1CC[C@H]2[C@@H](COC[C@H](O)CN2C(=O)Nc2ccccc2OC)O1	-45	1.3	0&-1	/
C[C@H]1CN([C@@H](C)CO)C(=O)c2cc(NC(=O)Nc3ccc4c(c3)OCO4)ccc2O[C@@H]1CN(C)S(=O)(=O)c1cn(C)cn1	-9	0.3	-2	-11
N#C[C@@H]1[C@H](c2ccc(-c3cccnc3)cc2)[C@H](CO)N1C(=O)C1CC1	28	3.2	-3	34
O=C(CC(F)(F)F)N1C[C@H]2[C@@H](c3ccccc31)[C@@H](CO)N2C(=O)CN1CCOCC1	-2	-0.6	-5	4
COc1ccc(NC(=O)N2C[C@@H](O)COC[C@H]3O[C@@H](CC(=O)NCc4ccncn4)CC[C@@H]32)cc1	7	-0.6	-6	-8
O=C(N[C@@H]1CC[C@@H](CCNS(=O)(=O)c2ccc(F)cc2)O[C@@H]1CO)c1cccc(F)c1	/	-0.3	-5	/
O=C(NCCc1ccccc1)[C@H]1[C@H](CO)[C@H]2Cn3c(ccc(-c4ccccc4)c3=O)[C@@H]1N2	1	0.2	-2	-17
CO[C@@H](CN(C)S(=O)(=O)c1cccc(Cl)c1)[C@@H](C)CN([C@H](C)CO)S(=O)(=O)c1cccc(Cl)c1	-22	-2.3	/	91
COC(=O)C[C@@H]1C[C@@H]2c3cc(NC(=O)Cc4ccncc4)ccc3O[C@@H]2[C@H](CO)O1	10	1.1	-2	-78
Next records follow:
SMILES	Pf Dd2 growth	KDM4C inh	C diff HTS	T cruzi growth
CN1C(=O)c2cc(NS(=O)(=O)c3ccc(Cl)cc3)ccc2OC[C@H]2O[C@@H](CC(=O)Nc3ccc4c(c3)COC4)CC[C@@H]21	/	0.7	-16	52
Cc1cc(C(=O)Nc2cccc3c2O[C@H](CN(C)Cc2ccc4c(c2)OCO4)[C@@H](C)CN([C@@H](C)CO)C3=O)n(C)n1	-8	-0.9	6	52
O=C(C[C@@H]1C[C@H]2c3cc(NC(=O)CC4CC4)ccc3O[C@H]2[C@H](CO)O1)NCc1cccnc1	13	-1.8	-4	109*
C[C@@H]1CN([C@@H](C)CO)C(=O)c2cc(NC(=O)Nc3ccc(C(F)(F)F)cc3)ccc2O[C@@H](C)CCCCO[C@@H]1CN(C)C(=O)C1CCCCC1	-78	-0.2	5	102
CC(C)NC(=O)Nc1ccc2c(c1)C(=O)N([C@H](C)CO)C[C@H](C)[C@@H](CN(C)Cc1ccc(C(F)(F)F)cc1)O2	-1	0.7	-1&-2	/
O=C(C[C@H]1CC[C@H](NC(=O)Nc2ccc(F)cc2)[C@H](CO)O1)NCc1ccccn1	3	-1.4	3	-11
COc1cccc(C(=O)Nc2ccc3c(c2)C(=O)N(C)C[C@@H](OC)[C@H](C)CN(C(=O)C2CCCCC2)[C@H](C)CO3)c1	/	-0.2	/	29
CCNC(=O)[C@@H]1[C@@H](CO)[C@@H]2Cn3c(ccc(C4=CCCCC4)c3=O)[C@@H]2N1Cc1ccccc1	/	3.5	-3	74
CCCNC(=O)N1[C@H](CO)[C@H](c2ccccc2)[C@H]1CNC(=O)C1CCC1	10	2.3	-5	/
COC(=O)C[C@@H]1CC[C@H](NC(=O)c2ccccc2)[C@H](CO)O1	19	-0.2	3	-23
O=C(C[C@@H]1C=C[C@@H](NS(=O)(=O)c2ccc(F)cc2)[C@@H](CO)O1)NCCN1CCCCC1	17	0.8	-1	47
COc1ccc(S(=O)(=O)N[C@@H]2CC[C@@H](CC(=O)O)O[C@@H]2CO)cc1	9	-0.1	-1	47
CCC(=O)N1CC2(C1)[C@H](c1ccc(-c3ccccc3OC)cc1)[C@@H](CO)N2C(C)=O	3	0.5	-10	/
Cc1noc(C)c1NC(=O)N(C)C[C@H]1OCCCC[C@@H](C)Oc2ccc(NC(=O)C3CCCCC3)cc2C(=O)N([C@@H](C)CO)C[C@@H]1C	-1	1.9	-2	32
Cc1noc(C)c1NC(=O)Nc1ccc2c(c1)CC(=O)N([C@@H](C)CO)C[C@H](C)[C@@H](CN(C)S(=O)(=O)c1ccc(F)cc1)O2	-6	-2.2	-4	25
C[C@H]1CN([C@@H](C)CO)S(=O)(=O)c2ccc(C#Cc3ccc(F)cc3)cc2O[C@H]1CN(C)C(=O)c1ccccn1	-72	1.1	5	?
CCC(=O)N1CCC2(CC1)CN(C(=O)c1ccccn1)[C@H](CO)c1c2c2ccc(OC)cc2n1C	44	0.5	-4	/
CNC[C@H]1Oc2ccc(NC(=O)CCC(F)(F)F)cc2CC(=O)N([C@H](C)CO)C[C@@H]1C	0	-0.2	1	30
C[C@@H]1CCCCO[C@H](CN(C)S(=O)(=O)c2ccc(Cl)cc2)[C@H](C)CN([C@@H](C)CO)C(=O)c2cc(NC(=O)NC3CCCCC3)ccc2O1	/	1.0	-13	92
CCC(=O)N1[C@H](CNC(=O)CN2CCOCC2)[C@H](c2ccccc2)[C@@H]1CO	26	-1.5	0	28
CNC(=O)C[C@H]1CC[C@H]2[C@@H](COc3ccc(NC(=O)c4ccccc4Cl)cc3C(=O)N2C)O1	-4	/	-2	24
C[C@@H]1CCCCO[C@H](CN(C)C(=O)Nc2ccc(F)cc2)[C@H](C)CN([C@H](C)CO)C(=O)c2cc(NC(=O)Nc3ccc(C(F)(F)F)cc3)ccc2O1	-77	-2.6	4	93
C[C@@H]1CN([C@H](C)CO)C(=O)c2cccc(NC(=O)c3cnccn3)c2O[C@H]1CN(C)Cc1ccc(Cl)c(Cl)c1	-3	-0.5	-4	32
CCCNC(=O)N(C)C[C@@H]1Oc2ncc(C#CC3(O)CCCC3)cc2C(=O)N([C@H](C)CO)C[C@H]1C	23	0.9	2	/
CCCNC(=O)N[C@H]1CC[C@H](CCn2cc(-c3cccc(F)c3)nn2)O[C@@H]1CO	-8	-0.4	/	-24

Exported as labelled records: part of the list above.
CCC(=O)N1CC2(C1)[C@H](c1ccc(-c3ccccc3OC)cc1)[C@@H](CO)N2C(C)=O
  Pf Dd2 growth: 3; KDM4C inh: 0.5; C diff HTS: -10; T cruzi growth: /

Cc1noc(C)c1NC(=O)N(C)C[C@H]1OCCCC[C@@H](C)Oc2ccc(NC(=O)C3CCCCC3)cc2C(=O)N([C@@H](C)CO)C[C@@H]1C
  Pf Dd2 growth: -1; KDM4C inh: 1.9; C diff HTS: -2; T cruzi growth: 32

Cc1noc(C)c1NC(=O)Nc1ccc2c(c1)CC(=O)N([C@@H](C)CO)C[C@H](C)[C@@H](CN(C)S(=O)(=O)c1ccc(F)cc1)O2
  Pf Dd2 growth: -6; KDM4C inh: -2.2; C diff HTS: -4; T cruzi growth: 25

C[C@H]1CN([C@@H](C)CO)S(=O)(=O)c2ccc(C#Cc3ccc(F)cc3)cc2O[C@H]1CN(C)C(=O)c1ccccn1
  Pf Dd2 growth: -72; KDM4C inh: 1.1; C diff HTS: 5; T cruzi growth: ?

The list goes on:
SMILES	Pf Dd2 growth	KDM4C inh	C diff HTS	T cruzi growth
COCC(=O)Nc1ccc2c(c1)OC[C@@H](C)N(Cc1ccncc1)C[C@H](C)[C@H](OC)CN(C)C2=O	-4	1.4	-4	-27
CO[C@H]1CN(C)C(=O)c2ccc(NS(=O)(=O)CC(F)(F)F)cc2OC[C@@H](C)N(CC2CCCCC2)C[C@H]1C	42	0.0	/	14
C[C@@H]1CN([C@H](C)CO)C(=O)c2cc(NS(=O)(=O)c3ccccc3)ccc2O[C@@H](C)CCCCO[C@@H]1CN(C)Cc1ccc(C(=O)O)cc1	-33	0.5	-7	18
C[C@@H]1CN([C@H](C)CO)C(=O)c2cc(NS(=O)(=O)c3ccccc3)ccc2O[C@@H](C)CCCCO[C@@H]1CN(C)C(=O)CCC(F)(F)F	-19	-1.5	-6	-2
CNC[C@H]1Oc2ccc(NC(=O)NC(C)C)cc2CC(=O)N([C@@H](C)CO)C[C@H]1C	1	-1.2	4	41
COCCNC(=O)C[C@@H]1CC[C@@H]2[C@H](COc3ccc(NC(=O)C4CCOCC4)cc3C(=O)N2C)O1	-39	-1.5	-2	-6
Cc1noc(C)c1NC(=O)Nc1ccc2c(c1)C(=O)N([C@H](C)CO)C[C@H](C)[C@H](CN(C)Cc1ccccc1)O2	22	-0.3	-1	58
C[C@@H]1CN([C@@H](C)CO)C(=O)c2cc(NS(=O)(=O)c3ccc(F)cc3)ccc2O[C@@H](C)CCCCO[C@H]1CN(C)S(=O)(=O)c1ccc(Cl)cc1	-51	0.4	1	106
CCCN(C)C[C@@H]1OCCCC[C@@H](C)Oc2ccc(NC(=O)Nc3ccc(F)cc3)cc2C(=O)N([C@H](C)CO)C[C@@H]1C	18	0.1	6	32
Cc1noc(C)c1NC(=O)N(C)C[C@H]1Oc2ccc(NC(=O)Cn3cnnn3)cc2CC(=O)N([C@@H](C)CO)C[C@H]1C	12	-0.4	-3	-9
COCC#Cc1cnc2c(c1)C(=O)N([C@@H](C)CO)C[C@@H](C)[C@H](CN(C)S(=O)(=O)c1ccccc1)O2	-6	-0.5	3	-3
COc1ccc2c3c(n(C)c2c1)[C@@H](CO)N(C(=O)Nc1ccc(F)cc1)CC31CCN(S(=O)(=O)c2cn(C)cn2)CC1	-8	1.7	2	/
COCC(=O)N1[C@@H](CO)[C@@H]2c3ccccc3N(C(=O)Nc3ccccc3Cl)C[C@@H]21	-2	-0.3	0	24
COC(=O)C[C@@H]1C[C@@H]2c3cc(NC(=O)NC4CCCC4)ccc3O[C@@H]2[C@@H](CO)O1	22	0.6	/	-8
O=S(=O)(N[C@H]1CC[C@H](CCn2cc(-c3ccccn3)nn2)O[C@H]1CO)c1cccc(F)c1	-5	-0.9	-4	-28
C[C@@H]1CN([C@@H](C)CO)C(=O)c2cc(C3=CCCC3)cnc2O[C@@H]1CN(C)C(=O)CN(C)C	50	1.8	2	/
Cc1noc(C)c1S(=O)(=O)Nc1ccc2c(c1)CC(=O)N([C@H](C)CO)C[C@@H](C)[C@@H](CN(C)Cc1ccccc1)O2	18	0.1	-1	78
COc1ccccc1C(=O)Nc1ccc2c(c1)C(=O)N(C)C[C@@H](OC)[C@@H](C)CN(CC1CC1)[C@@H](C)CO2	0	1.2	0	21
